Assay outcomes deposited in PubChem BioAssay by National Center for Advancing Translational Sciences (NCATS).
PGK inhibitor = T. brucei PGK inhibition; P07378; PGK/GAPDH coupled, Kinase-Glo luminescence, 60 min; Potency, µM (highest dose often 57.5 µM), inactives show top-dose activity change, negative = inhibition, hits mostly inhibitors; actives 0.043% (n = 380,000); AID 602233; also: potency is read from the fitted curve at half-maximal effect; % is scaled to controls: 0 for no effect and ±100 for the full control effect; nearly all actives have a fitted effect of over 60% in size
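Recombinant glycosomal PGK reaction used 1,3-bisphosphoglycerate generated in-well by GAPDH (100nM final) in 100mM TEA pH 7.6, 5mM MgCl2, 0.01% Tween-20. After 60 minutes at room temperature, ATP was read by Kinase-Glo Plus luminescence end-point.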
GLS inhibitor = blocks human kidney-isoform glutaminase activity; O94925; GLS enzymatic activity, qHTS titration; Potency, µM (titrated, usually from 45.5 µM), for inactives: at the highest dose activity change, negative = inhibition, actives largely listed as inhibitors; actives 0.21% (n = 410,000); AID 624170; also: potency is read from the fitted curve at half-maximal effect; % is scaled to controls: 0 for no effect and ±100 for the full control effect
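Coupled fluorescence readout: glutamate oxidase/HRP/Amplex Red detect glutamate formed by hKGA from L-glutamine (1 mM solution added). Buffer 45 mM KH2PO4 pH 8.2, 0.02% Tween-20; reads at t0 and 30 min RT.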
G9a block = G9a (human) methyltransferase inhibition. Q96KQ7. G9a H3K9 monomethylation, AlphaScreen, 2 h. Potency, µM (doses to about 102 µM), inactives show top-dose activity, negative = inhibition, usual class: inhibitors. actives 8.8% (n = 350,000). AID 504332; also: potency is read from the fitted curve at half-maximal effect; % is scaled to controls: 0 for no effect and ±100 for the full control effect; nearly all actives have a fitted effect of over 75% in size
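Readings reflect AlphaScreen signal from monomethyl-H3K9 antibody detection. HMT at 20 nM; substrate b-H3K9 500 nM; cofactor SAM 20 uM; 2 h RT reaction; compounds tested as titrations in qHTS with 15 min preincubation.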
POLH inh = blocks human DNA polymerase eta activity; Q9Y253; recombinant Pol eta, fluorescent DNA replication assay; Potency, µM (highest dose often 114 µM), inactives show top-dose activity change, negative = inhibition, hits mostly inhibitors; actives 1.2% (n = 390,000); also: potency is read from the fitted curve at half-maximal effect; % is scaled to controls: 0 for no effect and ±100 for the full control effect
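Pol eta (10 nM) was preincubated with compounds for 15 min at room temperature, after which fluorescent replication substrate (50 nM final) was added to start the reaction. Fluorescence was read kinetically at 0 and 10 min.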
Pin1 inh = blocks the human prolyl isomerase Pin1 | Pin1 FP peptide displacement, HiFluor488, 10 min | Potency, µM (titrated, usually from 115 µM), for inactives: at the top dose activity, negative = inhibition, usual class: inhibitors | actives 0.009% (n = 390,000); active = well fitted inhibition curve with a large enough effect in the polarisation, with a control signal flat, not every such curve was filed as active; inconclusive = small, poorly fitted or top-dose-only effect, or effect the other way, or a change in a side signal; inactive = no such curve, though single readings can be large or run the other way; the % refers to the polarisation; also: potency is read from the fitted curve at half-maximal effect; % is scaled to controls: 0 for no effect and ±100 for the full control effect
BAZ2B inh = blocks human BAZ2B. AlphaScreen BAZ2B-H3K14Ac peptide displacement. Potency, µM (doses to about 114 µM), inactives show at the top dose activity change, negative = inhibition, usual class: inhibitors. actives 4.4% (n = 360,000). AID 504333; also: potency is read from the fitted curve at half-maximal effect; % is scaled to controls: 0 for no effect and ±100 for the full control effect; nearly all actives have a fitted effect of over 60% in size
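Compounds, titrated to a top concentration of 110 uM, were incubated 30 min at room temperature with preformed BAZ2B/acetyl-K14 H3 peptide complex (50 nM each). Proximity signal was measured by AlphaScreen after 20 min with beads.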
PI4K2A inh = blocks human PI4K2A kinase activity; Q9BTU6; purified PI4K2A, ADP-Glo luminescence, 1 h; hits give low values; activity change, negative = inhibition, % at 76.9 µM; actives 0.13% (n = 420,000); AID 1346378; in the data active = activity change below about -50%; inconclusive = mostly about -30% to -49%;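 also: -100% = wells without enzyme as full effect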
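ADP-Glo luminescence measured ADP generated by PI4K2A enzyme (4 ug/mL before mixing) with 1.2 mM PI substrate (pre-mix) and 300 microM ATP (pre-mix). Tris pH7.5 buffer with MgCl2, Triton X-100; 1 h reaction at ambient temperature.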
JMJD2A Tudor = inhibitors of human JMJD2A Tudor domain; AlphaScreen JMJD2A-Tudor / H3K4me3 peptide binding; Potency, µM (series often up to 114 µM), without a hit: at the top dose activity change, negative = inhibition, hits mostly inhibitors; actives 4.4% (n = 390,000); AID 504339; also: potency is read from the fitted curve at half-maximal effect; % is scaled to controls: 0 for no effect and ±100 for the full control effect; nearly all actives have a fitted effect of over 50% in size
Target sequence (O75164 whole entry, looked up, the tested form may be a part): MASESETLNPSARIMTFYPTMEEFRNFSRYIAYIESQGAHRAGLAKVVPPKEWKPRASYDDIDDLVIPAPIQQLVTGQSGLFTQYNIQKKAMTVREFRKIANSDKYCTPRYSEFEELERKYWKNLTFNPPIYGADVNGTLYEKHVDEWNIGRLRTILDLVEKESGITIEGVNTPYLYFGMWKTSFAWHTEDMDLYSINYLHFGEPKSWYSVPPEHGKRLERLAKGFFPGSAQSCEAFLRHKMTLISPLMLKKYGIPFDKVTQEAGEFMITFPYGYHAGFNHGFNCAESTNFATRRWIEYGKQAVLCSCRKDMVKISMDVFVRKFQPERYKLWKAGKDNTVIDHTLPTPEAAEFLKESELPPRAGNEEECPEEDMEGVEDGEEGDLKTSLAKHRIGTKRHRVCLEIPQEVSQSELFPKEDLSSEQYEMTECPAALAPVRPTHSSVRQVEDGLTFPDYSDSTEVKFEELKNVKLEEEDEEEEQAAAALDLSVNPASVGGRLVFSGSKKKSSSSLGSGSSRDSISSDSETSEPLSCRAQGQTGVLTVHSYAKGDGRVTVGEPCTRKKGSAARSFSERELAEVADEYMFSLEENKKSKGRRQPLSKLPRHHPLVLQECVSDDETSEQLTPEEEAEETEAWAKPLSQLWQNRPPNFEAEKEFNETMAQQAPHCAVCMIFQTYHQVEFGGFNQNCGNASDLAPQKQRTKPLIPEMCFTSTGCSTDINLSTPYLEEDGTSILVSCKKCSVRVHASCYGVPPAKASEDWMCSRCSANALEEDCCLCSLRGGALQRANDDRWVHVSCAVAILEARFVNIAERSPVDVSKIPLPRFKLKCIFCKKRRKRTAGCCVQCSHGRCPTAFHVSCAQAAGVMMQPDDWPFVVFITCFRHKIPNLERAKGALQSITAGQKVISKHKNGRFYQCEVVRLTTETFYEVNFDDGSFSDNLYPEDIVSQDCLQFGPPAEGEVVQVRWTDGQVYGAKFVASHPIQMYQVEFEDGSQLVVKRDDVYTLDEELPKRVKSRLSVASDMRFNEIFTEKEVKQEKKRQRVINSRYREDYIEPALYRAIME
HP1b binding inh = inhibitors of HP1-beta chromodomain binding to methylated histone tails | actives 0.56% (n = 390,000) | AlphaScreen HP1-beta / biotin-H3K9me3 peptide binding | Potency, µM (highest dose often 114 µM), without a hit: at the highest dose activity change, negative = inhibition, most hits filed as inhibitors; also: potency is read from the fitted curve at half-maximal effect; nearly all actives have a fitted effect of over 70% in size; inactives centre near 23
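Compound inhibition of the preformed complex between 50 nM HP1-beta and 50 nM biotinylated H3K9me3 peptide was read by AlphaScreen. Buffer was PBS pH 7.4 with 0.01% Tween-20. Incubations ran 30 min at room temperature, with 10 ug/mL donor/acceptor beads.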
* = called active by the depositor; i = inactive; ? = inconclusive; / = not tested or not shown; & = joins results of further samples; [ ] = remark or other dose. Unless noted, calls follow the shape of the dose curve; as a rule, active = well fitted curve in the direction sought with a large enough effect; inconclusive = small, poorly fitted or top-dose-only effect, or another doubt; inactive = no such curve, though single readings can be large; an effect the other way counts as inactive or inconclusive. The list is partial. The share of hits here may be higher or lower than overall.

The first four compounds (preview)
structure,PGK inhibitor,GLS inhibitor,G9a block,POLH inh,Pin1 inh,BAZ2B inh,PI4K2A inh,JMJD2A Tudor,HP1b binding inh
O=C(NCc1ccc(F)cc1)C1CCN(c2ncnc3c2nc2n3CCCCC2)CC1,-6.2%,-3.0%,7.1%[59 µM],-13.4%,-1.5%,1.3%,-5.9,-10.6%,25.2%
CCOC(=O)C1(CCOc2ccccc2)CCN(Cc2cnc(C)s2)CC1,1.4%,-1.9%,-1.3%,-18.3%,-3.8%,4.1%,1.7,-9.8%,38.6%
O=C(NCC1CCCO1)c1ccccc1NS(=O)(=O)c1cccc([N+](=O)[O-])c1 (stereo not drawn),0.6%,0.8%,/,-10.6%,-4.4%,/,-5.7,-6.0%,35.1%
COc1ccc(/C=N/NC(=O)CN2CCCC2)cc1,-9.8%,3.1%,2.9%,2.3%,21.0%,-4.4%,1.4,-15.9%,34.3%

Main list (from the top)
structure,PGK inhibitor,GLS inhibitor,G9a block,POLH inh,Pin1 inh,BAZ2B inh,PI4K2A inh,JMJD2A Tudor,HP1b binding inh
O=C(NCc1ccc(F)cc1)C1CCN(c2ncnc3c2nc2n3CCCCC2)CC1,-6.2%,-3.0%,7.1%[59 µM],-13.4%,-1.5%,1.3%,-5.9,-10.6%,25.2%
CCOC(=O)C1(CCOc2ccccc2)CCN(Cc2cnc(C)s2)CC1,1.4%,-1.9%,-1.3%,-18.3%,-3.8%,4.1%,1.7,-9.8%,38.6%
O=C(NCC1CCCO1)c1ccccc1NS(=O)(=O)c1cccc([N+](=O)[O-])c1 (stereo not drawn),0.6%,0.8%,/,-10.6%,-4.4%,/,-5.7,-6.0%,35.1%
COc1ccc(/C=N/NC(=O)CN2CCCC2)cc1,-9.8%,3.1%,2.9%,2.3%,21.0%,-4.4%,1.4,-15.9%,34.3%
COc1cc(C2NC(=O)CS2)cc(OC)c1OC (stereo not drawn),-8.3%,1.5%,17.2%,-14.8%,1.0%,3.8%,-3.0,-5.9%,25.8%
COc1ccccc1CNC(=O)CCc1c(C)nn(-c2ccc(N3CCOCC3)nn2)c1C,-2.4%,2.0%,4.3%[59 µM],-9.4%,-3.3%,-3.3%,4.3,5.3%,37.1%
COc1cc(O)oc1C=Nc1ccc(Cl)cc1,-5.0%,0.6%,-4.0%[12.7 µM],-6.8%,-4.7%,-7.5%,-1.8,-12.5%,43.5%[activator]
COCc1cc(=O)[nH]c(/N=C(\N)Nc2cccc(Cl)c2)n1,0.3%,-0.3%,17.8µM*,-26.4%,-0.4%,-27.7%,-0.8,-6.0%[11.4 µM],29.3%
O=C(CCN1CCCO1)N1CCCC(Nc2cccc(F)c2)C1 (stereo not drawn),5.2%,13.6%,/,-22.2%,/,/,2.5,/,/
Cc1cc(NC(=O)c2cc(CC(C)C)on2)n(-c2ccccc2)n1,-10.1%,-13.3%,8.0%[59 µM],-4.7%,-0.4%,5.4%,5.8,6.9%,45.6%[activator]
Cc1cc(=O)oc2cc(OCC(=O)NC3CCCC3)ccc12,-4.7%,-5.8%,-4.9%[12.7 µM],-22.1%,-3.8%,7.7%,4.5,-2.7%,27.6%
CCC1COCCS(=O)(=O)N1Cc1ccc(Cl)cc1 (stereo not drawn),6.8%,3.6%,25.3%,-8.5%,4.3%,-1.1%[57.1 µM],1.0,0.0%,37.0%
COc1ccc(CNC(=O)OCc2nccnc2C(=O)Nc2ccc(Br)cn2)cc1,-2.6%,-4.0%,/,-9.2%,?,3.7%,5.2,-23.3%,27.6%
CCn1c(=N)c(C(=O)NCC2CCCO2)cc2c(=O)n3cc(C)ccc3nc21 (stereo not drawn),-9.6%,0.5%,-27.7%[59 µM],-8.6%,2.0%,0.6%,-1.1,-8.0%,43.8%[activator]
CC(=O)Nc1c(Br)cc(N2C(=O)CCC2=O)cc1Br,7.1%,-0.9%,-3.2%[59 µM],7.9%,8.9%,-8.9%,-2.5,-6.9%[57.1 µM],38.8%
COc1cccc(NC(=O)CCS(=O)(=O)c2cc3c(cc2Cl)NC(=O)CO3)c1,-2.2%,-0.1%,/,-12.8%,?,-6.3%,7.0,20.6%,36.0%
Cc1ccc(NC(=S)NCc2cccn2C)cc1,1.3%,25.6%,-19.4%[59 µM],-4.5%,4.3%,?,-3.4,-26.6%,8.9%
COc1cc(C=O)ccc1OCc1ccc(Cl)nc1,3.4%,4.6%,9.9%,1.2%,1.8%,-1.6%,0.3,-1.4%,28.7%
COc1ccc(C2/C=C\CN(C(=O)Nc3ccccc3-c3ccccc3)CC(=O)N2Cc2ccc(F)cc2)cc1 (stereo not drawn),i,-2.6%,-10.5%[12.7 µM],-17.6%,-0.6%&5.6%,-2.8%,-4.7,-28.3%&-17.1%,37.4%&54.9%
CNC(=O)c1cnc(-c2ccccc2)nc1-c1ccccc1,-3.1%,-6.9%,-5.4%,-13.4%,-4.2%,4.3%,-2.7,-4.7%,25.3%
O=C(CN1CCOCC1)Nc1ncc(Br)cc1Br,-5.3%,2.5%,-34.6%[12.7 µM],-2.3%,-0.1%,-0.7%,2.0,-12.3%,31.4%
CC(=O)c1c(C)[nH]c(C(=O)NC2CCCCC2)c1C,-9.4%,-2.2%,?,10.9%,-5.4%,-8.4%,1.4,-15.1%,19.6%
CN1CCN(c2ccc(-c3cccc(NC(=O)COc4ccc(Cl)cc4)c3)nn2)CC1,-0.6%,-0.6%,50.1µM*,2.2%,-1.4%,-9.8%,0.4,-33.8%,-14.1%
CN1C(=O)c2ccc(C(=O)NCc3ccccn3)cc2C1=O,-6.3%,-12.8%,30.0%,-17.9%,1.9%,-12.2%,5.9,6.1%,52.3%[activator]
Cc1oc2c(cc(NS(=O)(=O)c3cccs3)c3ccccc32)c1C(=O)OC(C)C,-1.9%,20.7%,?,-15.4%,7.7%,-26.4%,-0.4,-24.0%,16.4%
C=CCn1c(SCC(=O)c2[nH]c(C)c(C(=O)OCC)c2C)nc2scc(-c3ccc(OC)cc3)c2c1=O,-10.1%,1.8%,5.8%[59 µM],-11.2%,2.3%,-2.7%,-4.5,-9.9%,16.1%
O=C1Nc2ccccc2C1=Nc1ccc(-c2nnc3n2CCCCC3)cc1,-0.8%&-6.2%,-4.1%&15.8%,-8.9%[59 µM],-23.2%&0.8%,-0.5%&5.1%,-20.8%,5.9&8.9,-9.0%&-14.0%,16.9%&31.3%
CCOC(=O)c1ccc(S(=O)(=O)N2CCN(Cc3cc4c(cc3O)OCO4)CC2)cc1,-1.8%,23.7%,0.398µM*,-16.4%,12.5%,-33.6%,-0.6,-21.1%,11.4%
CCn1cc(C(=O)NCc2ccc(F)cc2)c(=O)c2cc(S(=O)(=O)N(C)C)ccc21,0.3%,6.0%,-33.7%[59 µM],-2.9%,-7.9%,/,-0.5,-17.0%,16.6%
CCN(C(=O)c1c(N)cnn1C)c1ccccc1,4.1%,0.0%,5.6%,-8.6%,-3.2%,-12.3%,3.6,-6.9%,5.3%
Cc1cc(C)c(S(=O)(=O)N2CCC(C(=O)NCc3ccco3)CC2)c(C)c1,-21.0%,/,4.7%[59 µM],-13.4%,5.2%,-29.1%,-2.1,4.2%,36.5%
CC(=O)N1c2ccc(S(=O)(=O)NCCC(=O)NC3CCCC(C)C3C)cc2CC1C (stereo not drawn),i,1.6%,22.8%[0.501 µM],-7.2%,-8.8%,-14.1%,-3.4,-14.3%,72.1%[activator]
O=C(Nc1ccc(Cl)cc1)Nc1ccc(N2CCOCC2)cc1,-7.3%,27.7%,-49.2%[12.7 µM],3.4%,-1.1%,8.3%,4.5,-6.4%,33.0%
Cc1ccc(Cl)cc1N1CCN(C(c2cccnc2)c2nnnn2C2CCCCC2)CC1 (stereo not drawn),2.9%,16.5%,-3.7%[12.7 µM],-11.4%,-4.5%,-10.7%,-0.2,-15.2%,-5.4%
COCCCNC(=O)CC1C(=O)N(Cc2ccccc2)C(C)c2nc3ccccc3n21 (stereo not drawn),-3.6%,-2.0%,-38.7%,-7.1%,-1.3%,/,-1.1,-18.1%,30.3%
CCOC(=O)N1CCN(C(=O)CSc2nnc3[nH]c(=O)c(C)c(C)n23)CC1,10.4%,8.1%,14.1µM*,-5.0%,-6.3%,-3.4%,-2.4,-0.7%,35.2%
CCCCn1c(N)c(N(CCOC)C(=O)CSc2nnc(-c3ccc(F)cc3)n2N)c(=O)[nH]c1=O,i,-1.6%,-38.1%[0.501 µM],-15.0%,3.4%,-5.8%,0.3,5.5%,39.3%[activator]
CCOC(=O)c1ccc(COC(=O)c2cc3ccccc3oc2=O)o1,-0.2%,11.8%,5.2%[59 µM],-0.1%,-7.1%,4.2%,-9.0,-7.0%,20.1%
CCOC(=O)C1CCN(C(=O)c2ccccc2NC(=O)c2ccc(Cl)cc2)CC1,4.1%,2.9%,3.9%[59 µM],-9.7%,0.9%,5.9%,-2.4,?,?
CC(=O)N1CCC(N(C(=O)Nc2c(F)cccc2F)C(C)C)CC1,-6.2%&-1.7%,5.2%&12.1%,0.7%[59 µM],-12.1%&-9.6%,-12.6%&-4.7%,2.1%&-1.7%,-8.9&7.2,2.8%&-6.2%,27.2%&30.5%
